From PubChem
DDE Tn7 FP inh: inhibitors of Tn7 peptide binding to fibrin DD(E), primary screen, biochemical, fluorescence polarization, human fibrin, Tn7 probe | Fibrinogen beta chain (Homo sapiens), P02675 | 0.13% of 370,000 active | AID 720508, 2013 | inhibition, % at 8.3 µM | FP displacement of FITC-Tn7 peptide from fibrin DD(E); 0% = median of compound wells per plate;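 active = inhibition above the mean of compounds falling within the control limits plus 3 SD of them, cut at about 14% in these data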;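 also: 0% = plate median of compound wells and 100% = 10 µM Aha-Tn7 peptide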
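System: human fibrin DD(E); quantity: Fibrin-DD(E) at 2 µM final; also added: fluorescent Tn7 probe at 0.1 µM; compound dosing: single nominal test concentration of 8.3 µM per compound; schedule: 10 min preincubation, 3 h with tracer, room temperature; detection: fluorescence polarization of the labelled Tn7 tracer; repeats: one replicate per compound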
NR1D1 modulator: modulators of Rev-erb alpha DNA binding, primary screen, biochemical, FITC-DNA, fluorescence polarization, uHTS; Nuclear receptor subfamily 1 group D member 1 (Homo sapiens), P20393; Rev-erbα–FITC-DNA binding, 90 min; activity, % at 10 µM; 0.79% of 370,000 active;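 active = activity above about 14%, limit read from the data; passing the limit was not always enough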;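 also: 0% = DMSO wells with 35 nM protein and 100% = DMSO wells with 750 nM protein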
Target sequence (P20393 whole entry, looked up): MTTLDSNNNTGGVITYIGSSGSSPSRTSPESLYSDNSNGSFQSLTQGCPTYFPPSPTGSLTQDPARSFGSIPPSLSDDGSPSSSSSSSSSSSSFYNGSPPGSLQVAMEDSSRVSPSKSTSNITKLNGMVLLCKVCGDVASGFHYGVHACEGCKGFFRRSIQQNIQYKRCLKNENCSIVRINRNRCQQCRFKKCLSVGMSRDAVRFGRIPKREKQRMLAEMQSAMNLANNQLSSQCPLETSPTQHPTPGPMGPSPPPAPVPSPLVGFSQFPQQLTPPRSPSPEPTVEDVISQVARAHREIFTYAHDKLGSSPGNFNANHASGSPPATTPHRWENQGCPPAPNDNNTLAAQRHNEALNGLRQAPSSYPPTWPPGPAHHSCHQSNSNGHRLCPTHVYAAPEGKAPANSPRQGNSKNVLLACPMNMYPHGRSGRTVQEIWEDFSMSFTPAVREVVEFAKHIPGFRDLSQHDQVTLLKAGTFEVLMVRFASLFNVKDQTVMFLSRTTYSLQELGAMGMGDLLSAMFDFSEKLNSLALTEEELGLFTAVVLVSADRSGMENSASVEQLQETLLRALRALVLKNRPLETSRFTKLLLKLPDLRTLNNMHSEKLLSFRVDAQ
PLCg1 inh: PLC-gamma1 enzyme inhibitors, primary screen, biochemical, fluorescence, purified enzyme; 1-phosphatidylinositol 4,5-bisphosphate phosphodiesterase gamma-1 (Homo sapiens), P19174; fluorogenic substrate; inhibition, % at 12.2 µM; 0.84% of 370,000 active; in the data active = inhibition above about 9.5%
ARFGAP1 inhibitor: inhibitors of rat ARFGAP1 GAP activity, primary screen, biochemical, fluorescence polarization, GDP tracer. Arfgap1-stimulated ARF1 GTP hydrolysis, GDP FP detection. 0.26% of 360,000 active. AID 651572, 2012. inhibition, % at 16.5 µM. ADP-ribosylation factor GTPase-activating protein 1 (Rattus norvegicus), Q62848;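 active = inhibition above a per-plate limit, mean inhibition of low control wells plus 3 SD, cut at about 25% in these data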;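 also: 0% = DMSO wells with enzyme and 100% = wells lacking Arfgap1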
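Material: rat Arfgap1 catalytic domain, aa 1-136; also added: human ARF1(Δ1-17)-GTP substrate; compound dosing: one concentration, 16.5 µM, DMSO 1.26%; incubation: GTP hydrolysis reaction 2 h at 25 °C; measured by: Tracer-displacement fluorescence polarization with EDTA stop, 620/688 nm; evaluation: % inhibition from polarization; repeats: one replicate per compound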
DDE Tn6 FP inh: inhibitors of Tn6 peptide binding to fibrin DD(E), primary screen, biochemical, fluorescence polarization, human fibrin, Tn6 probe | Fibrinogen beta chain (Homo sapiens), P02675 | Fibrin DD(E) TRITC-Tn6 fluorescence polarization displacement | inhibition, % at 8.3 µM | 0.21% of 370,000 active;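 active = inhibition above a per-campaign cutoff: mean of compounds within control limits plus 3 SD, cut at about 15% in these data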;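 also: 0% = median of all compound wells on the plate and 100% = blocking peptide control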
PLCb3 inh: human PLC-beta3 inhibitors, primary screen, biochemical, fluorescence | Purified PLC-beta3, fluorogenic substrate | 1-phosphatidylinositol 4,5-bisphosphate phosphodiesterase beta-3 (Homo sapiens), Q01970 | inhibition, % at 12.2 µM | 0.18% of 370,000 active; in the data active = inhibition above about 11%;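 also: 0% = median of compound wells on plate and 100% = full blocker control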
UHRF1 binding: UHRF1 methylated DNA binding inhibitors, primary screen, counter-screen for MBD2 inhibitor project, biochemical, TR-FRET, human UHRF1, single concentration | E3 ubiquitin-protein ligase UHRF1 (Homo sapiens), Q96T88 | UHRF1 binding to methylated oligo | inhibition, % at 4.4 µM | 0.75% of 370,000 active | AID 687016, 2013; in the data active = inhibition above about 21%;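 also: UHRF1 SRA domain binding a hemimethylated CpG hairpin DNA probe; 0% = median of test compound wells and 100% = reference inhibitor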
ASAP1 GAP inh: inhibitors of human ASAP1 ArfGAP activity, primary screen, biochemical, fluorescence polarization. ASAP1-stimulated ARF1 GTP hydrolysis, GDP FP detection. Arf-GAP with SH3 domain, ANK repeat and PH domain-containing protein 1 (Homo sapiens), …. inhibition, % at 16.5 µM. 0.19% of 360,000 active; in the data active = inhibition above about 25%;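 also: 0% = vehicle with enzyme and substrate and 100% = no enzyme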
sPLA2-III inh: human group III sPLA2 inhibitors, primary screen, biochemical, QFRET, BODIPY PC-A2 liposome substrate; Group 3 secretory phospholipase A2 (Homo sapiens), Q9NZ20; QFRET BODIPY PC-A2 liposome hydrolysis, fluorescence; inhibition, % at 12.2 µM; 0.56% of 370,000 active; AID 743126, 2013;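 active = inhibition above mean plus 3 SD of compounds lying within the high and low control bounds, cut at about 19% in these data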;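 also: 0% = median of test compound wells and 100% = no enzyme DMSO wells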
proKLK7 act: proKLK7 zymogen activators, primary screen, biochemical, fluorescence intensity; activation, % at 7 µM; AID 652039, 2013; Kallikrein-7 (Homo sapiens), P49862; 0.9% of 370,000 active; purified proKLK7, EDANS-DABCYL substrate fluorescence; 100% is mature enzyme control, 0% vehicle;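 active = activation above the mean of all tested compounds plus 3 SD, computed per campaign excluding outliers beyond control limits, cut at about 13% in these data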
Starred values were filed as active, the others as inactive; i = inactive; . = no result given.

item	structure	DDE Tn7 FP inh	NR1D1 modulator	PLCg1 inh	ARFGAP1 inhibitor	DDE Tn6 FP inh	PLCb3 inh	UHRF1 binding	ASAP1 GAP inh	sPLA2-III inh	proKLK7 act
1	CCCNC(=O)C1(C)CCN(C(=O)c2cc(C)n(C(C)(C)C)n2)C1 (configuration not stated)	5.5	-1.4	-0.9	-11.3	5.7	1.8	0.5	-21.5	-2.7	0.0
2	Cc1cccc(N2C(=O)C3C4CC(=O)C(c5ccccc54)C3C2=O)c1C (configuration not stated)	0.0	-3.0	2.2	2.0	-6.0	-0.5	0.9	10.7	-8.5	-0.6
3	CC(C)(CNC(=O)c1cccs1)N1CCOCC1	4.5	-3.0	3.1	-2.8	-5.4	-3.5	0.6	-13.5	5.6	-0.1
4	CCCn1c(N)c(Sc2ccc(Cl)cc2)c(=O)n(CCC)c1=O	-5.3	4.3	3.1	-3.6	2.4	0.2	-0.7	-8.9	-8.6	0.3
5	Cc1cc(C(=O)NCc2ccc(S(N)(=O)=O)cc2)c(C)o1	5.5	2.6	0.2	-1.6	-1.6	0.8	0.4	-2.8	-2.9	-0.2
6	Cc1cc(NC(=O)CCC(=O)N(Cc2ccco2)C2(C(=O)NC3CCCCC3)CCCC(C)C2)no1 (configuration not stated)	-6.5	0.2	0.3	4.7	2.9	-3.8	1.6	1.3	-20.3	0.1
7	COc1ccc(C2=NOC(C(=O)N3CCN(c4ccccc4OC)CC3)C2)cc1 (configuration not stated)	6.1	3.2	-1.7	3.6	-9.7	0.8	-0.5	-7.6	-2.0	-0.3
8	O=C(CN1CCN(Cc2ccccc2)CC1)Nc1ccccc1-c1ccccc1	-1.3	-6.0	0.3	-6.9	3.2	1.9	-0.2	-3.3	-7.8	0.3
9	O=C(Nc1ccsc1C(=O)NC1CCCCC1)c1ccccc1	1.4	15.1	0.4	1.4	-1.7	0.1	-0.6	6.2	-4.2	0.5
10	CCN(Cc1ccccc1)C(=O)CSc1nc(C)cc(C)c1C#N	-1.4	-1.2	1.5	-4.0	-1.1	-2.4	0.0	4.1	1.5	0.0
11	CC1=C(C(=O)N(C)C)CC(CC(=O)NC2CCCC2)C(=O)N1CCCN1CCCC1=O (configuration not stated)	0.2	-5.2	0.2	6.3	5.4	-0.7	17.4	-14.1	15.2	-0.3
12	CCN(CC)CCC(c1cc(OC)c(OC)c(OC)c1)c1c(OC)cc(OC)c2c(-c3ccccc3)cc(=O)oc12 (configuration not stated)	-4.1	4.4	-7.3	-6.3	-6.5	-6.3	-2.3	-1.8	-21.2	-0.1
13	O=C(CCNC(=O)c1ccc(Br)cc1)Nc1cccc(S(=O)(=O)N2CCCCC2)c1	6.1	4.0	-1.2	-3.4	-7.8	-4.2	-0.2	-4.9	-37.5	0.2
14	O=C(CNS(=O)(=O)c1cccc2nsnc12)NCc1ccc(Cl)cc1	-10.2	-2.2	-2.3	5.4	-4.3	1.6	0.1	6.3	-9.3	-0.3
15	CCc1cc(=O)oc2c3c(cc(OCC(=O)NCCCCCC(=O)O)c12)OC(C)(C)CC3	4.1	-4.1	i	11.2	0.1	i	-0.2	3.4	0.3	30.0*
16	COc1ccc(N2CCN(C(=O)c3ccc(Oc4ccc(C(F)(F)F)cn4)cc3)CC2)cc1	-0.5	1.2	-0.9	0.1	3.7	-0.4	1.4	0.0	0.6	-0.3
17	C[C@H](CO)N1C[C@H](C)[C@@H](CN(C)C(=O)NC2CCCCC2)Oc2ccc(NS(=O)(=O)c3cccs3)cc2C1=O	4.7	-3.1	-1.8	-6.0	-1.1	-1.5	-1.6	2.5	2.1	-0.4
18	Cc1ccc(S(=O)(=O)N2CCN(C(=O)CC(C)n3nc(C)c(Cl)c3C)CC2)cc1 (configuration not stated)	-1.6	2.6	-0.6	-1.5	-1.3	-4.3	0.9	-7.4	-9.9	-0.2
19	O=C(CSc1ccccc1)NC1CCCCN(Cc2cccc(Cl)c2)C1=O (configuration not stated)	2.4	1.4	-1.2	.	-11.4	-1.3	-0.8	.	-9.1	0.1
20	CCC(C)(C)NC(=O)C(c1ccc(C)cc1)N(CC1CCCO1)C(=O)CNC(=O)c1cccs1 (configuration not stated)	-4.3	-3.2	0.9	0.0	-1.7	1.6	-1.7	10.1	-3.7	0.4
21	COc1cccc(N2CC(C(=O)Nc3c(C(N)=O)oc4ccccc34)CC2=O)c1 (configuration not stated)	-4.8	-4.4	-3.6	-1.6	3.3	-6.2	0.2	1.2	-5.5	0.0
